# INS promoter inh: TRM-6 insulin promoter activity inhibition; TRM-6 cells (human fetal islet line), insulin promoter-eGFP reporter, imaging; reporter expression induced with tamoxifen; inhibition, % at 2 µM; actives 0.9% (n = 130,000);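 active = inhibition above the mean plus 3 SD, with well images judged a real hit on visual review, cut at about 60% in these data, passing the limit was not always enough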
# sdo1 growth: compounds rescuing growth of sdo1-depleted yeast, bone marrow failure model. S. cerevisiae sdo1-depleted JHY4D growth rescue, OD600 30 h; stronger effect = higher value; pdr5 snq2 efflux-pump mutant strain. z-score at 10 µM. actives 0.21% (n = 140,000). AID 817;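 active = z-score above 3 at both the 24 hr and the 30 hr optical density reads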;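 also: z-score against mean and SD of all compound wells on the same plate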
# sdo1 growth Rescue 24 h: further read-out of sdo1 growth, marked with its call; z-score; S. cerevisiae sdo1-depleted JHY4D growth rescue, OD600; measured here: growth rescue at 24 h;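 0 is the plate mean of compound wells and units are plate SD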
# * = called active by the depositor; / = not tested or not shown. Random draw from the library. Share with any hit: about 0.99%.
SMILES,INS promoter inh,sdo1 growth,sdo1 growth Rescue 24 h
CC(C)Cn1c(CCCNC(=O)c2ccc(F)cc2)nc2ccccc21,/,-0.51,-0.8
O=C1NC(=O)[C@@H]2C3c4ccccc4C=CN3[C@H](C(=O)c3cccs3)[C@H]12 (stereo partly specified),/,0.07,-0.39
CCOc1ccccc1-c1nc(SCC(=O)O)n[nH]1,/,0.16,-0.54
Cc1cc(C)c(S(C)(=O)=O)c(N(C)NC(=O)c2c(F)cccc2F)n1,0,/,/
CCOC(=O)C1CCN(c2c(N3CCCC(C(=O)OCC)C3)c(=O)c2=O)CC1 (stereo unspecified),/,0.42,-0.25
COc1cc(/C=N/OCC(=O)NC2CCCCC2C)ccc1OCc1ccc(Cl)cc1 (stereo unspecified),-24,-0.47,-0.07
Cc1cc2c(c(=O)o1)C(CC(C)C)C(C#N)=C(N)O2 (stereo unspecified),/,0.82,-0.25
Cc1cc(C)cc(-n2c(O)c(C=NC3CCS(=O)(=O)C3)c3ccccc3c2=O)c1 (stereo unspecified),31,0.97,0.46
O=C1c2ccccc2C(=O)N1Cc1nc2ccccc2c(=O)n1CCCN1CCOCC1,/,-0.3,-1
CS(=O)(=O)N(CC(=O)Nc1ccc2c(c1)OCCO2)Cc1ccccc1,25,0.36,0.29
CC(C)CN(CC(C)C)C(=O)COc1ccccc1C(N)=O,-24,/,/
CCCCC(=O)NC(=S)Nc1c(C)cc(Br)cc1C,-21,-1.1,-0.42
CC1(C)CC(=O)CC(=O)/C1=N\Nc1c(Cl)cc(Cl)cc1Cl,/,-0.79,-0.58
c1ccc2cc(-c3cc4ccccn4c3)ccc2c1,-17,-0.4,-0.53
CCOC(=O)C1CCN(Cc2cnc(Oc3ccc(OC)cc3)s2)CC1,0,0.65,0.65
COc1ccccc1-c1cc(C(F)(F)F)nc(S(C)(=O)=O)n1,9,-2.5,-2.8
COCCNC(=O)/C(C#N)=C/c1ccc(OC(=O)c2cccs2)c(OC)c1,-58,/,/
CCCCN(Cc1cc2ccccc2[nH]c1=O)C(=O)c1ccccn1,42,1.2,1.2
Cc1cc(C)cc(OCC(=O)OCC(=O)c2c(N)n(C)c(=O)n(C)c2=O)c1,-38,0.62,0.43
CCCn1c(=O)c2ccccc2n2c(SCCOc3ccc(OC)cc3)nnc12,-26,-0.37,0.9
Cn1c(Cc2cccc3ccccc23)nnc1SCc1ccc([N+](=O)[O-])cc1,/,-0.93,-1.5
Cc1cccc(C(=O)N2CCC(=O)N(C(COCc3ccccc3)Cc3ccccc3)CC2)c1 (stereo unspecified),-27,-1.1,-0.96
CC(C)(C)c1cc(C(F)(F)F)nc(SCCCNC(=O)c2ccco2)n1,-31,-0.72,-0.35
CN(C)c1ccc(/C=N/NC(=O)c2ccc(Cn3cc(Br)cn3)o2)cc1,-17,1.5,0.49
CCC(C)Oc1cccc(C(=O)Nc2ccccc2N2CCOCC2)c1 (stereo unspecified),40,-1.2,0.17
O=C1CC(c2nc3ccccc3[nH]2)CN1c1cccc(C(F)(F)F)c1 (stereo unspecified),20,-0.07,-1.6
c1cncc(-c2nn3c(Cn4cnc5ccccc54)nnc3s2)c1,24,-1.7,-1.4
CCC1CCCCN1C(=O)CSc1nnc(-c2cccs2)o1 (stereo unspecified),-29,1.6,3.6
COC(c1ccccc1)c1nnc(CCC(=O)NCc2cccc(-n3cccn3)c2)o1 (stereo unspecified),-48,/,/
CCOc1ccc(CCNC(=O)c2cccnc2N2CCCC2)cc1OCC,-12,0.38,0.47
Cc1cc(C)c2[nH]c(=O)c(CN(Cc3cccs3)C(=S)NCC3CCCO3)cc2c1 (stereo unspecified),8,-1.6,-0.56
O=C(CSc1nnc(-c2cccnc2)n1Cc1ccco1)N1CCc2ccccc21,/,0.66,0.25
O=C(COC(=O)c1c[nH]c(=O)[nH]c1=O)NCc1ccccc1,5,1.9,1.7
O=C(COC(=O)Cc1ccccc1F)Nc1cccc(S(=O)(=O)NC2=NCCCCC2)c1,-44,/,/
Cc1cc(NC(=O)/C=C/c2ccc(Cl)cc2)no1,26,0.54,0.46
O=C(NCCCN1CCN(Cc2ccccc2)CC1)C1CCN(c2nnc(-n3cccc3)s2)CC1,-65,0.63,0.18
COc1cccc2c(=O)n(CC(=O)NC3CCCCC3)ccc12,/,-0.04,-0.64
CCCSc1nnc(NC(=O)c2sc3nc(-c4cccs4)ccc3c2N)s1,/,-0.26,1.5
CCN(CC)NC(=O)Nc1ccccc1,0,/,/
Cc1cc(C)c2nc(SCC(=O)NCCN3C(=O)CSC3=O)cc(C)c2c1,/,0.23,0.99
CC(C)N(C(=O)COC(=O)[C@H](C)NC(=O)c1ccco1)c1ccccc1,25,/,/
Cc1cccc(-n2c(N)cc(=O)nc2SCC(=O)Nc2cc(C)on2)c1,19,0.35,-0.01
CC(=O)NC(CCS(C)(=O)=O)C(=O)Nc1cc(C)ccc1C (stereo unspecified),/,0.63,0.48
Cn1c(Cn2nnc3ccccc32)nnc1SCC(N)=O,/,3.3,1.1
CCCc1c(O)c2ccccc2[nH]c1=O,28,1.4,1.5
Cc1cc(C(=O)CSc2nnc(N)s2)c(C)n1CCc1ccc(F)cc1,0,-1.8,-1.5
C=CCn1c(SCCC(=O)O)nnc1-c1cccs1,18,0.89,1.3
O=C(/C=C\Nc1ccccn1)c1ccc(Cl)cc1,27,-0.04,0.5
CCCCNC(=O)c1ccc(NC(=O)C2CCCO2)cc1 (stereo unspecified),/,-0.93,-1.8
COc1ccc(CC(=O)Nc2cccc(S(=O)(=O)N3CCCCCC3)c2)cc1OC,-11,0.08,-0.14
O=C(CSc1nnc(Cn2c(=O)sc3ccccc32)n1CCc1ccccc1)N1CCOCC1,/,-0.54,-0.21
Cc1cccc(NC(=O)CSCc2nc3c(nnn3Cc3ccc(F)cc3)c(=O)[nH]2)c1C,-33,/,/
COc1ccccc1-c1c(C)oc2c(CN3CCN(CCO)CC3)c(O)ccc2c1=O,38,1.1,0.81
CCOc1cc(OCC)cc(C(=O)O)c1,16,-0.25,-1
CCN(CC)c1ccc(/C=c2\sc3nc4ccccc4n3c2=O)c(O)c1,39,/,/
CCCCCOc1ccc2oc(=O)c3c(c2c1)CCCN3C(=O)CN1CCCC(C(=O)OCC)C1 (stereo unspecified),-29,-2.5,-1.3
COc1cc(C)c(C(C)C)cc1S(=O)(=O)n1ccnc1,9,-2.1,-1.5
O=C(c1cccnc1)N1CCN(c2c(Cl)cccc2[N+](=O)[O-])CC1,-17,0.19,-0.25
CCc1ccc(N(CC(=O)NC2CCCC2)S(=O)(=O)c2c(C)noc2C)cc1,/,-1.6,-1.4
Oc1ccccc1N=Cc1ccc[nH]1,/,-1.5,-1.6

# Next part:
SMILES,INS promoter inh,sdo1 growth,sdo1 growth Rescue 24 h
CCOC(=O)c1ccc(NC(=O)CCNS(=O)(=O)c2ccc3c(c2)oc(=O)n3C)cc1,/,0.24,-0.02
O=C(Nc1c2c(nc3ccccc13)CCCC2)c1ccccc1Cl,-18,1.4,1.9
O=C(COC(=O)c1ccc(-c2ccccc2)cc1)Nc1ccccc1-c1ccccc1,0,-0.04,-0.58
CS(=O)(=O)c1ccc2nc(NC(=O)c3ccc(S(=O)(=O)NCC4CCCO4)cc3)sc2c1 (stereo unspecified),-14,/,/
C=CCn1c(SCC(=O)NC(=O)NCC(C)C)nnc1C1CCCCC1,/,0.49,1.1
COC(=O)c1cc(-c2ccccc2)sc1NC(=O)c1cc(C)on1,/,-0.68,-0.75
Cc1ccc(Cn2c(SC(C)C(N)=O)nc3ccccc3c2=O)cc1 (stereo unspecified),42,/,/
Oc1ccccc1/C=N/NC1=NCCCCC1,-15,2.3,3.1
COCCCNC(=O)CC(NS(=O)(=O)c1ccc(Cl)cc1)c1ccco1 (stereo unspecified),-136,0.65,0.05
C=C(C)COc1ccc(-c2n[nH]c(C)c2-c2ccc(Br)cc2)c(O)c1,-13,-2,-0.89
Cc1cc2cc(CNC(=O)c3ccc(C)c([N+](=O)[O-])c3)ccc2[nH]1,40,-2.3,-0.88
COc1ccc(/C=C/c2nc(-c3ccccc3O)n[nH]2)cc1OC,/,0.06,0.12

# Some entries already given, showing only sdo1 growth and INS promoter inh.
SMILES | sdo1 growth | INS promoter inh
COc1ccc(/C=C/c2nc(-c3ccccc3O)n[nH]2)cc1OC | 0.06 | /
COC(=O)c1cc(-c2ccccc2)sc1NC(=O)c1cc(C)on1 | -0.68 | /
O=C(Nc1c2c(nc3ccccc13)CCCC2)c1ccccc1Cl | 1.4 | -18

# Continued.
SMILES,INS promoter inh,sdo1 growth,sdo1 growth Rescue 24 h
COc1ccc2nc(/N=C(\N)NC(=O)Nc3ccccc3)nc(C)c2c1,18,-1.8,-1.5
Clc1ccc(CON/C=N/c2ncnc3sccc23)cc1,23,-2.6,-1.8
COc1ccc(-c2noc(CCC(=O)N3CCN(Cc4ccccc4)CC3)n2)cc1,-61,0.7,0.46
O=C(CCN1CCc2ccccc2C1)Nc1ccc(F)cc1,/,-0.33,-1.4
CCOc1ccc(N2C(=O)CSC2c2ccncc2)cc1 (stereo unspecified),5,1.8,1.5
CCc1cc(-c2n[nH]c(=S)n2CC)cs1,14,-0.63,-0.69
C=CCN1C(=O)C2C3CC(=O)C(c4ccccc43)C2C1=O (stereo unspecified),-8,/,/
O=C(Cn1cnc2c(nnn2Cc2ccccc2F)c1=O)N1CCN(c2ccccc2)CC1,71,0.94,1.4
CC1CCCCC1NC(=O)COC(=O)c1ccccn1 (stereo unspecified),-51,-0.23,-0.76
Cc1ccc(OCCNC(=O)C2CC(=O)N(c3ccc(C)cc3)C2)cc1 (stereo unspecified),43,-0.57,-0.82
CC(=O)NCCc1nc2ccccc2[nH]1,/,-0.06,-0.24
CCCc1nc2n[nH]c(N)c2c2c1CCC2,/,1.9,2.3
O=C(NCc1cccnc1)c1ccc(COc2ccccc2Cl)cc1,0,/,/
O=C(NC(=S)Nn1cnnc1)c1ccccc1Cl,11,/,/
O=C1CCCC2=C1C(c1cccs1)n1nc(SCc3ccccc3F)nc1N2 (stereo unspecified),-50,-1.1,-0.71
CCS(=O)(=O)N1CCC(C(=O)NCCc2ccc(OC)c(OC)c2)CC1,/,0.08,-0.18
OC(CCN1CCOCC1)(c1ccc(Cl)cc1)C1CCCCC1 (stereo unspecified),-22,-0.59,-0.26
C=CCSc1nc2c(c(=O)n(C)c(=O)n2C)n1CC,50,1.2,0.84
CCOc1ccccc1N(CC(=O)N1CCOCC1)S(=O)(=O)c1ccc(SC)cc1,-388,-0.49,-0.86
O=C(Nc1ccc(SC(F)F)cc1)c1cccc2nc3ccccc3nc12,-26,0.24,1.2
O=C(CN(Cc1ccccc1F)C(=O)c1ccco1)NCc1ccc(F)cc1,/,-0.07,0.12
CC(=O)OCc1cc2cc(C)ccc2[nH]c1=O,/,0.48,-0.56
CN(C)CC(=O)c1c[nH]c2ccccc12,-29,0.25,-0.47
O=C(N/N=C/c1cc(Cl)cc([N+](=O)[O-])c1O)NC12CC3CC(CC(C3)C1)C2,-31,-0.55,-0.26
CCN(CC)C(=O)CSc1nc2cccnc2n1-c1ccccc1OC,/,-1.2,-1.7
Cc1cc2c(cc(C(=O)OC(C(=O)NCc3ccco3)C(C)C)n2C)o1 (stereo unspecified),-9,-1.2,-1.1
CCSc1nc(C)cc(Oc2ccc(=O)n(C)n2)n1,/,-0.26,-0.93
Cc1ccc2c(CC(=O)OCc3cc(=O)n4c(n3)sc3ccccc34)coc2c1,-7,0.72,0.86
Oc1ccccc1C1=Nc2ccccc2N=C(c2ccco2)C1,-13,-1.8,-0.74
COc1ccc2c(c1)C(SCC(=O)NCCc1ccccc1)CC(C)(C)O2 (stereo unspecified),-48,-0.37,-1.4
CCOc1ccccc1CNc1ccc(N2CCOCC2)c(C(=O)O)c1,-42,0.88,0.97
Cc1ccc2nc(N/N=C/c3ccccc3C#N)nc(-c3ccccc3)c2c1,/,-1.5,-0.8
COc1ccc(/C=C2\SC(=N)N(c3ccc(F)cc3)C2=O)cc1OC,-7,/,/
Cn1c(CCNC(=O)c2ccco2)nc2cc(NC(=O)C3CCCCC3)ccc21,-55,1.3,1.3
CC1(C)CC(=O)C(C=Nc2ccccc2)=C(O)C1,/,0.02,-0.13

# Shown with each value named: 4 of the compounds above
mol: COc1ccc2c(c1)C(SCC(=O)NCCc1ccccc1)CC(C)(C)O2 (stereo unspecified)
  INS promoter inh: -48
  sdo1 growth: -0.37
  sdo1 growth Rescue 24 h: -1.4

mol: CCOc1ccccc1CNc1ccc(N2CCOCC2)c(C(=O)O)c1
  INS promoter inh: -42
  sdo1 growth: 0.88
  sdo1 growth Rescue 24 h: 0.97

mol: Cc1ccc2nc(N/N=C/c3ccccc3C#N)nc(-c3ccccc3)c2c1
  INS promoter inh: /
  sdo1 growth: -1.5
  sdo1 growth Rescue 24 h: -0.8

mol: COc1ccc(/C=C2\SC(=N)N(c3ccc(F)cc3)C2=O)cc1OC
  INS promoter inh: -7
  sdo1 growth: /
  sdo1 growth Rescue 24 h: /

# 3 entries from above, sorted by the number in INS promoter inh, high to low:
SMILES,INS promoter inh,sdo1 growth,sdo1 growth Rescue 24 h
Cc1cc(C)cc(-n2c(O)c(C=NC3CCS(=O)(=O)C3)c3ccccc3c2=O)c1 (stereo unspecified),31,0.97,0.46
Oc1ccccc1/C=N/NC1=NCCCCC1,-15,2.3,3.1
O=C(Nc1ccc(SC(F)F)cc1)c1cccc2nc3ccccc3nc12,-26,0.24,1.2
